AddAB inh – less growth of phage-infected E. coli with AddAB | E. coli expressing H. pylori AddAB, absorbance growth | inhibition, % at 11.9 µM | actives 0.29% (n = 330,000); in the data active = inhibition above about 12%;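 note: 0% = vehicle wells of infected cells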
CAL PDZ FP – blocks peptide binding to human CAL PDZ domain; actives 0.02% (n = 330,000); Q9HD26; purified CAL PDZ, TMR-peptide fluorescence polarization, 1 h; inhibition, % at 20 µM;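 active = highest replicate inhibition of at least 40%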;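 note: plate controls were DMSO neutral control wells for no effect and unlabeled competitor peptide control wells for full effect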
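Control set: unlabelled peptide and DMSO controls / Material: purified CerCALP PDZ construct / Timing: 1 h incubation at room temperature before polarization reading / Doses: 20 µM, one dose / Detection: fluorescence polarization (mP)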
Tat transport – E. coli Tat transport inhibition | E. coli MC4100 TorA-mCherry Tat export, fluorescence | inhibition, % at 10 µM | actives 0.036% (n = 340,000);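 active = mean replicate inhibition at least 50% and at least half of replicates individually reaching 50%; inconclusive = only one of the two criteria met; inactive = neither criterion met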;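 note: exported cargo escapes ClpAP degradation while cytoplasmic cargo is degraded and loses fluorescence; 0% = median of neutral control wells and 100% = median of NaSCN control wells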
DAGLB inh – diacylglycerol lipase beta (human) inhibition; Q8NCG7; HEK293T DAGLB membrane lysate, EnzChek fluorogenic substrate; inhibition, % at 5.17 µM; actives 0.059% (n = 340,000); AID 504411; in the data active = inhibition above about 34%;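 note: 0% = enzyme with vehicle and 100% = wells lacking enzyme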
Target sequence (Q8NCG7 whole entry, looked up): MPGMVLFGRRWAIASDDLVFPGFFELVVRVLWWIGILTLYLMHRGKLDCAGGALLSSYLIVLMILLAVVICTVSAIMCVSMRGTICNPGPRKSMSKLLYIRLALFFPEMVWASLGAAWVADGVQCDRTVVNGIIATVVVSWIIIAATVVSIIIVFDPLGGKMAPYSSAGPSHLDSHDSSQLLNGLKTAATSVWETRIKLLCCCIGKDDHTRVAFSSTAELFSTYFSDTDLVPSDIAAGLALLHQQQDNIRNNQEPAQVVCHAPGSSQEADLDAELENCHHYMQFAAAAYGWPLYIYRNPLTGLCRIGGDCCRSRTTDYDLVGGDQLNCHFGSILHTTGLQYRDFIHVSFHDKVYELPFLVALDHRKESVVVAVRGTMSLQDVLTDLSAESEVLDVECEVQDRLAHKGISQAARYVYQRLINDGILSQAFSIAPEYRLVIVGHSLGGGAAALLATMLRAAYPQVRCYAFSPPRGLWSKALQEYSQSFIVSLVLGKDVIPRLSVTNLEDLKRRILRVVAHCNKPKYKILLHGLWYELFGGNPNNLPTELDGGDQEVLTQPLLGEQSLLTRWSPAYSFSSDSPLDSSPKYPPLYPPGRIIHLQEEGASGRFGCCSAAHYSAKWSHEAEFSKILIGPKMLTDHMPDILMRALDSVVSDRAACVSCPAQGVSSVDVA
Wnt bcat act – Wnt/beta-catenin pathway activation; Wnt/beta-catenin reporter cell assay, activator, plate reader; activation, % at 9.35 µM; actives 1.2% (n = 300,000); AID 743398; in the data active = activation above about 30%, passing the limit was not always enough; inconclusive = no clear call, values can overlap the other calls;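 note: 0% = neutral control wells and 100% = positive control wells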
phage Ecoli inh – E. coli growth loss with phage present. growth absorbance. inhibition, % at 11.9 µM. actives 0.26% (n = 360,000). AID 651602; in the data active = inhibition above about 11%
PfHsp90 yeast 2 – growth inhibition of yeast expressing Plasmodium Hsp90; S. cerevisiae expressing PfHsp90, BacTiter-Glo ATP, 48 h; yeast lacking PDR1 and PDR3 efflux regulators; inhibition, % at 9.4 µM; actives 0.32% (n = 310,000);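 active = every replicate shows inhibition above about 80%, whatever the replicate mean, limit read from the data; inconclusive = mean inhibition reaches the set limit but some replicate falls short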;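 note: 0% = DMSO neutral controls and 100% = 20 µM radicicol positive controls; yeast relying on Plasmodium falciparum Hsp90 in place of its own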
PvdQ inh – blocks Pseudomonas aeruginosa PvdQ acylase activity | actives 0.063% (n = 340,000) | inhibition, % at 10 µM | purified PvdQ acylase, fluorescence plate reader; in the data active = inhibition above about 30%, passing the limit was not always enough; inconclusive = no clear call, values can overlap the other calls;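 note: 0% = vehicle neutral wells and 100% = reference inhibitor wells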
Ecoli viability – bacterial growth inhibition, counter-screen for AddAB inhibitors. E. coli V3065 growth, OD600 absorbance, 18 h. inhibition, % at 11.9 µM. actives 0.27% (n = 330,000). AID 449728;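 active = inhibition above the campaign's mean inhibition across all tested compounds plus 3 SD, cut at about 9.9% in these data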;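 note: uninfected addAB+ strain grown without phage in ampicillin broth; 0% = DMSO wells and 100% = ciprofloxacin 0.95 µg/ml wells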
Rtt109 Vps75 – C. albicans Rtt109 histone acetyltransferase inhibition. Q5AAJ8. purified Rtt109/Vps75, ThioGlo CoA-SH fluorescence, 4 h. inhibition, % at 34.9 µM. actives 0.16% (n = 330,000). AID 540336;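 active = inhibition of at least 50% in every replicate; inconclusive = best replicate reaches 50% inhibition but some replicates fall short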
Target sequence (Q5AAJ8 whole entry, looked up): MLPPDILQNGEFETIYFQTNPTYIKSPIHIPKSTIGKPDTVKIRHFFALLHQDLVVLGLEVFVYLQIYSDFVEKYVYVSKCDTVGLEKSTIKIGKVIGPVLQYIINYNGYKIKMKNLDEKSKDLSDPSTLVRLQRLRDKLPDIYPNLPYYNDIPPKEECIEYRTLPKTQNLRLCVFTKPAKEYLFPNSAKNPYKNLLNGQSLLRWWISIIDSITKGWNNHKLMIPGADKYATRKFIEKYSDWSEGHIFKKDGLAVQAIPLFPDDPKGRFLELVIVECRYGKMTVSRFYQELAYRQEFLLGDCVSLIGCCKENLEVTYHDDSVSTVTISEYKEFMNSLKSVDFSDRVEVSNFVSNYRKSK
Active calls of the source: *; ? = inconclusive; . = no result given. This is a random part of the collection. About 1.9% of those tested had a hit in this group.

No. | molecule | AddAB inh | CAL PDZ FP | Tat transport | DAGLB inh | Wnt bcat act
1 | CCOC(=O)/C(=N/Nc1ccccc1)c1csc(Nc2ccccc2)n1 | -0.8 | -0.9 | -0.6 | -4.3 | 3.5
2 | CCC(=O)N(CC(=O)Nc1sc(C)c(C)c1C(N)=O)Cc1ccc(F)cc1 | -0.8 | -3.6 | 13.7 | 2.5 | 0.7
3 | O=S(=O)(NCc1csc(-c2cccs2)n1)c1ccccc1 | 0.0 | -0.8 | 8.0 | 0.7 | -1.9
4 | CN(C)C(=O)COc1ncnc2scc(-c3ccc(F)cc3)c12 | -1.1 | -0.7 | 9.1 | -3.1 | 0.0
5 | Cc1ccc(NC(=O)C(Nc2ccccc2)c2ccccc2)cc1 (stereo not given) | 3.7 | -0.7 | -7.8 | -1.5 | -0.5
6 | O=C(OCc1ccc(F)cc1)c1cc(S(=O)(=O)N2CCCCC2)ccc1N1CCOCC1 | 1.6 | -0.3 | -10.8 | -0.4 | -3.0
7 | Cc1ccccc1S(=O)(=O)Nc1ncnc2scc(-c3ccccc3)c12 | 3.7 | -2.4 | 4.6 | 8.3 | .
8 | CN1C(=O)[C@@H]2[C@H](C1=O)[C@@H]1C(=O)Nc3ccccc3C(=O)N1[C@@H]2c1ccc(F)cc1 | 2.6 | -2.2 | 3.8 | -1.0 | 0.2
9 | CCN(CC)S(=O)(=O)c1ccc(N2CCOCC2)c(NC(=O)COc2ccccc2C#N)c1 | 1.4 | -1.0 | 18.9 | 0.7 | -1.6
10 | COc1ccc(CS(=O)(=O)CC(C)(O)c2ccccc2Cl)cc1 (stereo not given) | -1.4 | 0.4 | 0.4 | -0.3 | -2.3
11 | CCOC(=O)c1ccc(NC(=O)NC2CC3CCC(C2)N3Cc2nnnn2C(C)(C)C)cc1 (stereo not given) | 2.6 | -2.0 | 2.6 | 1.3 | -2.4
12 | COc1cccc(C(=O)Nc2ccc3c(C)cc(=O)oc3c2)c1 | . | -1.0 | -2.7 | -2.3 | 33.1*

No. | phage Ecoli inh | PfHsp90 yeast 2 | PvdQ inh | Ecoli viability | Rtt109 Vps75
1 | -1.6 | 0.7 | -4.9 | -1.4 | -0.1
2 | 3.4 | -1.9 | -16.1 | -2.3 | -0.7
3 | 0.0 | -4.9 | -11.0 | -0.7 | -21.1
4 | 0.9 | . | -16.6 | -0.9 | 1.8
5 | 5.2 | -8.7 | 6.4 | 0.6 | 17.7
6 | 3.5 | -85.9 | -11.4 | -0.2 | .
7 | 2.9 | -37.9 | -13.7 | 0.6 | 9.8
8 | 2.2 | 0.6 | -16.4 | -1.0 | -1.9
9 | 4.6 | -20.4 | -17.0 | 0.7 | -7.2
10 | 3.8 | 13.4 | -17.2 | -0.9 | 0.2
11 | 0.9 | 5.8 | -12.2 | -1.0 | .
12 | 1.3 | 16.5 | -8.0 | . | -7.2

(list continues)
No. | molecule | AddAB inh | CAL PDZ FP | Tat transport | DAGLB inh | Wnt bcat act
13 | Nc1ccc(-c2nnn(CC(=O)N3CCCCC3)n2)cc1 | 1.2 | -0.6 | -16.7 | 0.6 | -0.3
14 | FC(F)(F)c1nc2ccccc2n2c(-c3ccc(Cl)cc3)nnc12 | 2.4 | -1.0 | 7.9 | -4.1 | .
15 | COc1ccc(Cn2cnc3c(NS(C)(=O)=O)c(C)c(C)cc32)cc1 | 2.1 | -0.7 | 2.2 | -0.8 | -4.1
16 | C#CCOCCOCCOCCNc1nc(N2CCN(C(=O)[C@H]([C@@H](C)CC)n3cc([C@@H](N)CO)nn3)CC2)nc(N2CCN(C(=O)[C@H]([C@@H](C)CC)n3cc([C@@H](N)Cc4ccc(O)cc4)nn3)CC2)n1 | 3.2 | -1.2 | -0.5 | 1.6 | .
17 | COc1ccc(CCNC(=O)c2ccc3c(c2)N(Cc2ccc(F)cc2)CCS3)cc1OC | 3.7 | -1.5 | 11.4 | 0.7 | -3.4
18 | Cc1cc(-c2ccccc2)cc(=O)[nH]1 | . | -0.8 | 0.2 | 0.8 | -3.6
19 | CC(=O)Nc1nonc1-c1nc2ccccc2n1Cc1nnc(C)o1 | 0.3 | -2.9 | 2.7 | -0.5 | -0.8
20 | COc1ccc(NC(=S)N2CCN(S(=O)(=O)c3ccc(OC)cc3)CC2)cc1 | . | -0.8 | 3.7 | 1.1 | -1.8
21 | O=C(c1ccco1)N1CCN(C(c2ccc(F)cc2)c2nnnn2CC2CCCO2)CC1 (stereo not given) | 2.9 | 0.6 | 1.2 | -3.3 | -0.2
22 | CC(C)C(=O)Nc1ccc(N2CCCC2)cc1 | -0.3 | 0.3 | -6.2 | 0.8 | .
23 | CC(=O)N1CCCc2cc(S(=O)(=O)N3CCC(C)CC3)ccc21 | 1.6 | -3.3 | 4.9 | 0.0 | -1.2
24 | CCCCc1cc(=O)oc2cc(C)cc(OCC(=O)N3CCC(C(N)=O)CC3)c12 | 1.0 | 0.2 | 5.5 | -2.5 | -1.4

No. | phage Ecoli inh | PfHsp90 yeast 2 | PvdQ inh | Ecoli viability | Rtt109 Vps75
13 | 1.9 | -5.0 | 4.4 | 2.7 | 6.6
14 | 2.0 | -10.9 | 5.4 | 0.0 | -10.9
15 | -1.2 | . | -21.8 | 0.7 | -24.6
16 | . | 14.2 | -10.6 | -2.8 | -4.9
17 | 1.8 | 25.9 | 1.6 | -1.1 | 1.3
18 | 0.3 | -11.9 | -20.2 | . | 5.9
19 | 1.6 | . | -7.8 | 1.7 | 5.2
20 | 2.9 | 8.7 | -10.2 | . | -13.7
21 | 0.9 | -20.7 | 0.9 | 0.9 | -7.3
22 | 0.5 | -1.4 | 3.4 | -1.6 | ?
23 | 4.2 | 4.7 | -8.9 | 2.3 | -2.1
24 | 2.2 | 8.2 | -18.5 | -1.0 | 0.8

(further entries)
No. | molecule | AddAB inh | CAL PDZ FP | Tat transport | DAGLB inh | Wnt bcat act
25 | Cc1ccccc1NC(=O)NCc1ccco1 | 2.2 | -3.7 | 18.8 | 1.2 | -4.6
26 | COc1ccccc1CN1CCNC(=O)C1CC(=O)NCCc1cnccn1 (stereo not given) | -1.1 | -0.3 | -8.6 | -0.9 | 16.1
27 | COc1ccc(NC(=S)Nc2cc(-c3ccccc3)[nH]n2)cc1Cl | 4.5 | . | -2.9 | 2.6 | 6.3
28 | CCn1cc(C(=O)N(C)c2ccccc2F)c2cc(OC)c(OC)cc2c1=O | -0.3 | -0.6 | 3.4 | -2.6 | -0.4
29 | CCCc1nc(SCC(=O)Nc2nccs2)c2ccccc2n1 | 3.7 | -0.4 | -12.4 | -4.7 | -0.6
30 | O=C1OCCN1S(=O)(=O)Nc1ccccc1 | 1.4 | 0.7 | 2.9 | -0.9 | 3.1
31 | CCOC(=O)N1CCC(N2CCCC(CO)(Cc3ccccc3C)C2)CC1 (stereo not given) | 0.9 | -2.1 | 1.5 | -1.0 | -1.8
32 | COc1ccccc1C=NNC(=O)c1ccncc1 | . | -0.5 | -2.0 | -5.5 | -5.0
33 | Cn1c(=N)n(CC(=O)O)c2ccccc21 | 0.6 | -0.6 | -8.1 | 0.0 | .
34 | Cc1nn(C)cc1/C=N/NC(=O)CSc1ccccn1 | -0.9 | 0.8 | -18.0 | 2.1 | 3.2
35 | O=C1CC(c2ccc(F)cc2)Cc2nc(NCc3ccco3)ncc21 (stereo not given) | 2.1 | 0.4 | 5.0 | 0.1 | .
36 | O=C(CCN1C(=O)c2ccccc2C1=O)N1CCCCCC1 | 1.9 | -0.9 | 0.1 | 0.6 | -2.4

No. | phage Ecoli inh | PfHsp90 yeast 2 | PvdQ inh | Ecoli viability | Rtt109 Vps75
25 | 3.0 | 31.3 | -2.1 | -1.4 | 2.3
26 | 1.8 | -2.3 | 3.6 | 1.5 | -7.9
27 | 1.6 | -4.2 | -0.7 | 2.6 | -2.0
28 | 2.3 | -5.0 | 4.7 | -1.4 | -6.0
29 | 2.7 | -19.6 | -12.6 | -0.3 | 2.9
30 | 1.4 | -2.5 | -6.6 | 0.9 | -0.1
31 | 0.6 | 19.0 | -16.7 | -1.5 | -6.4
32 | -1.3 | 20.2 | -8.4 | . | -4.4
33 | 2.5 | 29.8 | -11.2 | -1.4 | -0.9
34 | 0.2 | 2.2 | -4.5 | -1.1 | 1.5
35 | 2.2 | -0.9 | -10.0 | -1.2 | -0.4
36 | 0.9 | 11.1 | -5.2 | -3.2 | 1.9

Just Wnt bcat act and PvdQ inh, for 3 of the compounds above:
No.	smiles	Wnt bcat act	PvdQ inh
26	COc1ccccc1CN1CCNC(=O)C1CC(=O)NCCc1cnccn1 (stereo not given)	16.1	3.6
27	COc1ccc(NC(=S)Nc2cc(-c3ccccc3)[nH]n2)cc1Cl	6.3	-0.7
28	CCn1cc(C(=O)N(C)c2ccccc2F)c2cc(OC)c(OC)cc2c1=O	-0.4	4.7

Further compounds follow:
No. | molecule | AddAB inh | CAL PDZ FP | Tat transport | DAGLB inh | Wnt bcat act
37 | O=C(c1cc2ccccc2o1)N1CCN(c2ncccn2)CC1 | -0.6 | 0.7 | 6.3 | -14.2 | -3.1
38 | COc1ccc(-c2ccc(CCC(=O)O)n2CC(=O)Nc2cccc(OC)c2)cc1 | 0.0 | -0.7 | 15.0 | 3.0 | -1.2
39 | CC(C)Sc1oc(-c2ccco2)nc1S(=O)(=O)c1ccccc1 | 0.3 | -2.4 | 3.3 | -5.0 | -2.1
40 | CC(=O)Nc1ccc(S(=O)(=O)NCC2CCC(C(=O)N3CC(C)CC(C)C3)CC2)cc1 (stereo not given) | -0.4 | -0.5 | -5.0 | 2.0 | -2.9
41 | CCCn1c(NC(=O)C23CC4CC(CC(O)(C4)C2)C3)nc2ccccc21 | -4.0 | -2.9 | -2.6 | -3.1 | -5.2
42 | CCC(C)(C)n1nnnc1CN(Cc1ccco1)Cc1cc2cc3c(cc2[nH]c1=O)OCO3 | 0.9 | -0.6 | 4.4 | -2.4 | .
43 | Cc1ccc(S(=O)(=O)NCC(=O)NCC2CCCCC2)cc1C | 0.3 | -4.4 | -5.3 | 4.3 | 2.2
44 | O=C(C1CC(=O)N(c2ccc(Cl)cc2)C1)N1CCCCCC1 (stereo not given) | 1.5 | -2.4 | -1.2 | -1.2 | 0.2
45 | COc1ccc(-n2nc(C(=O)Nc3ccc(OC)c(OC)c3)c3c4ccccc4n(C)c3c2=O)cc1 | 5.3 | 0.2 | -0.9 | 1.1 | -7.8
46 | Cc1occc1C(=O)N1CCCC(Nc2ccc(C(C)C)cc2)C1 (stereo not given) | 3.0 | -2.5 | -2.3 | 1.2 | -0.1

No. | phage Ecoli inh | PfHsp90 yeast 2 | PvdQ inh | Ecoli viability | Rtt109 Vps75
37 | 3.8 | 4.2 | -14.5 | -2.9 | -4.3
38 | 4.7 | 10.6 | -4.6 | 1.9 | -1.4
39 | 0.9 | -8.6 | 7.6 | -1.6 | 15.3
40 | 0.6 | 11.4 | -7.8 | -0.4 | 2.0
41 | -2.1 | 2.6 | -8.8 | -6.1 | -1.7
42 | . | 13.2 | -3.9 | -0.4 | -17.6
43 | 0.9 | -27.7 | -18.8 | -0.3 | 11.3
44 | 1.9 | 6.0 | -14.2 | 1.0 | 5.0
45 | 1.8 | -84.5 | -13.4 | 0.2 | -0.8
46 | 2.8 | 21.0 | 1.0 | -0.7 | -6.7

High-throughput results: PubChem, several laboratories
